HCMV antiviral: qHTS Assay for inhibitors of the human cytomegalovirus (HCMV); activity change, negative = inhibition, % at 57.5 µM; HFF cells, HCMV-luciferase reporter, 72 h; active compounds read low; 4.5% of 410,000 active; AID 1259415, 2018; in the data active = activity change below about -60%; inconclusive = no clear call, values can overlap the other calls; inactive = above about -39%
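Screen run at 2 compound doses on HFFs infected with reporter HCMV, MOI 1 PFU/cell. Luciferase activity from cell lysates at 72 h post infection gave inhibition relative to buffer-only and Salinomycin wells.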
LmPK inh: qHTS Assay for Inhibitors of Leishmania Mexicana Pyruvate Kinase (LmPK). purified LmPK, Kinase-Glo ATP luminescence, 1 h. Potency, µM (highest dose often 57.5 µM), for inactives: top-dose activity change, negative = inhibition, most hits filed as inhibitors. 0.37% of 290,000 active; also: potency is read from the fitted curve at half-maximal effect
Target sequence (Q27686 whole entry, looked up): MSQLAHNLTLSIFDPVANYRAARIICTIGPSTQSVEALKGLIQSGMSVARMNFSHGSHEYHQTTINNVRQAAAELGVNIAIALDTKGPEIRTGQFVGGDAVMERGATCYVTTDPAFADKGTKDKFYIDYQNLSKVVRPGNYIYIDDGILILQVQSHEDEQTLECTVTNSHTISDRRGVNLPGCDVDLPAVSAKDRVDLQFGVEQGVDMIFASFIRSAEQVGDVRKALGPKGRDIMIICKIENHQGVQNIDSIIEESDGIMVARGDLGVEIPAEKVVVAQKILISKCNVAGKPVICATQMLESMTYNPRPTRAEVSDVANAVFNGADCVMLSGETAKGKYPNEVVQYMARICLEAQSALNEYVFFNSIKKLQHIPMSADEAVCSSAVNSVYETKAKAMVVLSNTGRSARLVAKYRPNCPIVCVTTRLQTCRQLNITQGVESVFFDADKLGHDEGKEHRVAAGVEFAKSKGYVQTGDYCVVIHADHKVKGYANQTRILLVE
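In 50 mM imidazole pH 7.2 with 7 mM MgCl2, LmPK (0.1 nM) turned over PEP (0.5 mM) and ADP (0.1 mM) for 1 h at room temperature. Luciferase read-out of ATP.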
Tb PYK inh: qHTS of Trypanosoma Brucei Inhibitors; 0.12% of 410,000 active; pyruvate kinase (Trypanosoma brucei), Q57TT1; TbPYK enzyme, Kinase-Glo Plus ATP luminescence, 45 min; Potency, µM (highest dose often 76.8 µM), without a hit: at the top dose activity, negative = inhibition, hits mostly inhibitors; AID 624173, 2012; also: potency is read from the fitted curve at half-maximal effect; nearly all actives have a fitted effect of over 50% in size
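Screened from lowest to highest concentration, compounds were pinned into TbPYK/substrate mixtures, and ADP (130 uM final) was added. Plates sat at room temperature for 45 min prior to Kinase-Glo Plus detection by luminescence.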
AmpC no deterg: qHTS Inhibitors of AmpC Beta-Lactamase (assay without detergent). AID 485341, 2010. 0.52% of 330,000 active. AmpC nitrocefin hydrolysis, absorbance 480 nm, 0.0001% Triton. Potency, µM (highest dose often 57.1 µM), inactives show at the highest dose activity change, negative = inhibition, usual class: inhibitors. P00811;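 also: potency is read from the fitted curve at half-maximal effect; plate controls were no compound for no effect and no enzyme for full effect; nearly all actives have a fitted effect of over 20% in size; some results filed as inactive show a strong effect at the top dose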
Target sequence (P00811 whole entry, looked up): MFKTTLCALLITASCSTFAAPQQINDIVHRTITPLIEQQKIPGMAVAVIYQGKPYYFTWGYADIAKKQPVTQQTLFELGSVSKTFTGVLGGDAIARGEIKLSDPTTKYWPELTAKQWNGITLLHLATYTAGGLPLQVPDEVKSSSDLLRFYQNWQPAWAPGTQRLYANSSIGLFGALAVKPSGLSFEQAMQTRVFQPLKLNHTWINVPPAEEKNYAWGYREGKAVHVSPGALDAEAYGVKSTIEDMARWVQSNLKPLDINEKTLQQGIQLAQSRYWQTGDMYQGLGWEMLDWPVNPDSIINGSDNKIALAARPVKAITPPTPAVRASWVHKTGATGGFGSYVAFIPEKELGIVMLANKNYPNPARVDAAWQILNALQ
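AmpC (5.3 nM in the dispensed reagent) in 20 mM phosphate pH 7.0 with 0.01% (detergent screen) or 0.0001% Triton X-100 was preincubated with compounds for 15 min at room temperature. Nitrocefin was then added from an 800 uM solution, and hydrolysis was followed at 480 nm.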
AmpC detergent: qHTS Inhibitors of AmpC Beta-Lactamase (assay with detergent); 0.041% of 370,000 active; Potency, µM (doses to about 114 µM), for the others: top-dose activity change, negative = inhibition, usual class: inhibitors; AID 485294, 2010; AmpC hydrolysis of nitrocefin, absorbance 480 nm, 0.01% Triton;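 also: potency is read from the fitted curve at half-maximal effect; 0% = no-compound wells and -100% = no-enzyme wells; nearly all actives have a fitted effect of over 25% in size; some results filed as inactive show a strong effect at the top dose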
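20 mM phosphate pH 7.0 + 0.01% (detergent screen) or 0.0001% Triton X-100; 5.3 nM AmpC reagent; cpd preinc 15 min RT; nitrocefin (800 uM stock) to start; A480 q20 s × 4 min; Activity was normalised to no-enzyme and no-compound control wells.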
AMA1 RON2 block: qHTS for Inhibitors of AMA1-RON; Towards Development of Antimalarial Drug Lead: Primary Screen; Plasmodium falciparum AMA1 (3D7) - RON2 peptide interaction; Potency, µM (doses to about 58.2 µM), for inactives: at the top dose activity change, negative = inhibition, hits mostly inhibitors; 0.2% of 360,000 active; AlphaScreen AMA1-biotinylated RON2 peptide binding;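 also: potency is read from the fitted curve at half-maximal effect; 0% = vehicle wells and -100% = peptide control; nearly all actives have a fitted effect of over 45% in size; some results filed as inactive show a strong effect at the top dose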
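AMA1 (3D7) with his tag at 25 nM final met compounds first, then biotinylated RON2 peptide at 25 nM; detection used donor plus acceptor beads, 10 µg/mL apiece, read by AlphaScreen after 30 min at room temperature.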
HCV inh: qHTS Assay for Inhibitors of Hepatitis C Virus (HCV); Huh7.5.1 HCVcc-Cre infection, luciferase reporter, 44 h; Potency, µM (highest dose often 41.8 µM), for the others: top-dose activity change, negative = inhibition, most hits filed as inhibitors; 3.4% of 340,000 active; also: potency is read from the fitted curve at half-maximal effect
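Cells seeded at 1,000/well and cultured 4 h, then compounds added followed by HCVcc-Cre virus (~0.5 moi). After 44 h further culture, luciferase substrate was added, plates held 15 min at room temperature, and luminescence read for 15 sec.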
Starred values were filed as active, the others as inactive; ? = inconclusive; · = no result given; & = joins results of further samples; [ ] = dose if it differs, or a comment. Unless noted, calls follow the shape of the dose curve; as a rule, active = well fitted curve in the direction sought with a large enough effect; inconclusive = small, poorly fitted or top-dose-only effect, or another doubt; inactive = no such curve, though single readings can be large; an effect the other way counts as inactive or inconclusive. Unless noted, % is scaled to controls: 0 for no effect and ±100 for the full control effect.

smiles,HCMV antiviral,LmPK inh,Tb PYK inh,AmpC no deterg,AmpC detergent,AMA1 RON2 block,HCV inh
CCCCOC(=O)c1ccc(NC(=O)C(=O)NCc2cccnc2)cc1,-6.5,0.5%,1.7%,-15.6%,3.7%,0.3%,-10.9%
CC(C)COCC(CN(Cc1ccccc1)c1ccccc1)N1CCCC1 (stereo not drawn),-67.0*,2.1%,-9.8%&1.7%,70.1%[activator],?,-4.7%,3.7%
COc1cc(/C=C/[N+](=O)[O-])ccc1OC(=O)/C=C/c1ccc(F)cc1,-15.3,-0.1%,-8.2%,-24.6%,-11.3%,3.0%,?
Cc1cc(C)c2c(N)c(C(=O)N/N=C/c3ccccc3)sc2n1,56.3,7.7%,-2.1%,-36.0%,3.8%,13.6%,-8.4%
Nc1c(-c2ccc(Cl)cc2)cnc2ncnn12,63.8,-0.8%,5.6%,-2.9%,-1.1%,-0.2%,2.4%
CCOc1ccc(S(=O)(=O)NCCC(=O)NCc2ccc(OC)c(OC)c2)cc1,-3.6,·,2.3%,-13.8%,3.8%,-8.2%,1.4%
Clc1cccc(Cc2c(-c3ccccc3)nc3ccc(Cl)cn23)c1,28.2,·,-7.3%,·,·,-7.2%,·
Cc1[nH]c2ccccc2c1CC(=O)O,70.7,4.2%,0.0%,-18.4%,?,-14.4%,-4.5%
Cc1ccc2cc(C(c3nnnn3C3CCCC3)N3CCOCC3)c(=O)[nH]c2c1C (stereo not drawn),32.1,1.5%,-6.9%,-11.5%,4.2%,-1.8%,9.1%
COc1ccccc1N1CCN(CCCC(=O)c2ccc(F)cc2)CC1,7.7,5.9%,-2.3%,2.7%,-7.4%,3.5%,-23.9%
Cc1ccc(NC(=O)CS(=O)Cc2nc(-c3ccc(C)cc3)oc2C)cc1 (stereo not drawn),-18.3,3.3%,5.7%,35.3%,-4.0%,-11.2%,-25.5%
CC1CN(c2nc3ccccn3c(=O)c2C=O)CC(C)O1 (stereo not drawn),29.4,5.3%,-0.8%,-8.7%,4.2%,5.2%,-5.6%
ClC(Cl)=C(c1ccc(Cl)cc1)c1ccc(Cl)cc1,-23.0,·,-7.4%,-14.9%,?,12.6%,1.3%
CCOc1ccc2oc(C(=O)N3CCN(c4ccccn4)CC3)c(C)c2c1,-6.1,-5.0%,0.5%,47.7%,-9.6%,?,-12.1%
CCc1ccc(/C=C(/C#N)C(N)=S)s1,-22.3,-6.7%,-2.2%,-24.1%,-1.9%,0.0%,5.0%
CCc1cc(C(=O)N2CCCC(C(=O)c3ccc(C(F)(F)F)cc3)C2)n(C)n1 (stereo not drawn),-10.2,-3.1%,0.1%,227.0%[activator],?,-9.4%,?
COc1cccc2c1OC1(C)CC2NC(=O)N1 (stereo not drawn),14.7,-0.6%,-24.5%,-17.5%,?,6.7%,8.5%
CCOC(=O)Cc1csc(NC(=O)COc2ccccc2OCC)n1,6.8,-0.3%,·,-6.1%,-14.1%,-0.4%,-9.8%
CCN(CC)C(=S)SC1CCCCN(C(=O)c2ccc(F)cc2)C1=O (stereo not drawn),12.6,-8.1%,-4.7%,-27.1%,9.6%,-7.0%,14.3%
CC(=O)c1cccc(-c2cnc3c(NC=O)cc(-c4cccc(C(=O)N(C)C)c4)cn23)c1,111.3,·,-0.7%,·,·,-3.7%,·
O=C(Cn1cnc2nc3n(c2c1=O)CCC3)NCc1ccccc1,8.9,0.7%,-0.4%,-13.5%,1.1%,-20.5%,7.8%
COc1cccc(Cn2cnc3c(NS(=O)(=O)c4cc(Cl)ccc4Cl)c(C)c(C)cc32)c1,12.2,3.3%,-10.0%,-44.8%,-6.9%,-14.8%,?
NCCN1C(=O)S/C(=C\c2ccc3c(c2)OCO3)C1=O,-1.6,-1.3%,-0.2%,-4.2%,-0.9%,-0.9%,-4.9%
O=C(CN1C(=O)c2ccccc2C1=O)Nc1cccc(O)c1,-20.6,0.2%,-0.6%,-6.6%,-4.3%,10.6%,30.5%[activator]
COc1cccc(CN(C)C(=O)c2cccc(S(=O)(=O)N3CCN(Cc4ccccc4)CC3)c2)c1OC,-73.5*,·,-23.5%,215.0%[activator],?,16.6%,7.94µM*
O=C(c1ccc([N+](=O)[O-])s1)N1CCN(c2ccccc2)CC1,-96.5*,1.1%,2.8%,-17.9%,-2.1%,-18.5%,?
CCC1=NN(C(=O)COc2ccccc2C)C(O)(c2ccncc2)C1 (stereo not drawn),12.2,-0.3%,4.0%,51.5%,1.0%,78.2%[activator],12.4%
C=CCN(CC=C)Cc1cc(=O)oc2cc(C)ccc12,13.4,·,3.4%,·,·,4.1%,·
Cc1cc(S(=O)(=O)N2CCCCC2CCNC(=O)C(=O)NCCN2CCOCC2)ccc1F (stereo not drawn),11.5,·,-3.5%,·,·,26.9%,·
CC(=O)Nc1nc2ccccc2n1Cc1ccc(C)cc1,?,5.8%,-2.8%,-1.3%,-0.7%,98.8%[activator],?
Cc1cc(C(=O)OCC(=O)Nc2ccccc2C)c(C)o1,-3.6,·,3.5%,-24.6%,8.3%,6.3%[11.6 µM],-7.9%
COC(=O)c1ccc(C)c(-n2c(C)cc(C=O)c2C)c1,-23.3,1.8%,-7.4%,-43.7%,-0.7%,1.2%,-4.0%
Cc1cc(C)c(NC(=O)CN(C2CCCCC2)C2CCCCC2)c(C)c1,-2.9,5.4%,-11.5%,-20.6%,-9.8%,7.0%,?
Cc1[nH]n(-c2ccccc2)c(=O)c1C(c1ccccc1C(=O)O)c1c(C)[nH]n(-c2ccccc2)c1=O,20.4,2.9%,11.3%,-31.6%,3.9%,-7.9%,14.6%
COC(c1ccccc1)c1nnc(CCC(=O)NCCCc2ccccc2)o1 (stereo not drawn),1.2,1.7%,3.7%,81.3%[activator],-3.3%,-6.5%,0.8%
C=CC(=O)NCc1ccc(-c2csnn2)cc1,-20.9,1.0%,0.1%,37.2%,?,14.4%,26.3%
O=C(NCc1ccccc1Cl)c1cc2ccccc2o1,27.1,·,-0.7%,·,5.3%,·,·
O=C(Nc1ccc(Br)cc1)C1Cc2ccccc2O/C1=N\O (stereo not drawn),50.6,-1.3%,7.7%,-26.4%,7.2%,-3.1%,-24.4%
COCOCCn1cc(CN2CCS(=O)(=O)N(Cc3ccc(-c4ccc(OC)cc4)cc3)C(C)C2=O)nn1 (stereo not drawn),-11.9,·,-8.5%,·,·,-3.9%,·
Brc1cccc(-c2nnc(-c3ccccc3)o2)c1,231.6,-18.4%,2.6%,-15.1%,?,7.7%,6.6%
Cc1nc(N2CCOCC2)c(C#N)c2c1COC(C)(C)C2,14.0,-4.0%,-9.0%,-0.9%,-2.7%,-6.9%,11.3%
Cc1cc(F)ccc1NCc1cc2c(cc1[N+](=O)[O-])OCO2,-38.3,7.7%,-13.2%,?,2.0%,-18.9%,-15.3%
CC(=O)Nc1ccc(Oc2nc(C(F)(F)F)nc3ccccc23)cc1,16.3,-1.0%,-3.4%,-18.9%,-2.4%,-3.4%,-0.7%
CN1CCC(OC(=O)COc2ccc(Br)cc2)CC1,-13.7,4.5%,-0.2%,0.8%,2.0%,-2.5%,6.1%
CC(CCNC(=O)c1ccccc1)(CCNC(=O)c1ccccc1)[N+](=O)[O-],-26.2,·,-8.0%,·,·,-1.7%,?
COc1ccc(Br)c(Cn2c(C)c(C(=O)N(C)Cc3ccc(F)cc3)sc2=O)c1,-85.0*,·,-3.5%,·,·,-13.4%,·
Cc1c(NC(=O)CSCc2ccco2)c(=O)n(-c2ccccc2)n1C,0.0,1.1%,-13.0%,4.2%,?,1.2%,8.6%
CCOc1ccc(NCC(=O)Nc2ccc(Cl)cc2C)cc1,14.7,1.0%,-5.5%,-16.7%,1.9%,-8.9%,5.1%
Cc1ccc(-c2cc(C(=O)NCc3cnn(C)c3)c3cc(Br)ccc3n2)cc1,62.4&34.9,7.3%,1.1%&20.8%,-26.8%,?,9.9%,?
CNC(=S)N(Cc1ccc(OC)cc1)C1CC(=O)N(c2ccc(C(=O)OC)cc2)C1=O (stereo not drawn),-7.5,2.2%,·,1.6%,-12.4%,·,-2.7%

Another view of part of the listing above:
CN1CCC(OC(=O)COc2ccc(Br)cc2)CC1
  HCMV antiviral: -13.7
  LmPK inh: 4.5%
  Tb PYK inh: -0.2%
  AmpC no deterg: 0.8%
  AmpC detergent: 2.0%
  AMA1 RON2 block: -2.5%
  HCV inh: 6.1%
CC(CCNC(=O)c1ccccc1)(CCNC(=O)c1ccccc1)[N+](=O)[O-]
  HCMV antiviral: -26.2
  LmPK inh: ·
  Tb PYK inh: -8.0%
  AmpC no deterg: ·
  AmpC detergent: ·
  AMA1 RON2 block: -1.7%
  HCV inh: ?

Additional records follow.
smiles,HCMV antiviral,LmPK inh,Tb PYK inh,AmpC no deterg,AmpC detergent,AMA1 RON2 block,HCV inh
CCn1c(C)nc2cc(S(=O)(=O)N3CCCCC3)ccc21,-32.9,12.7%,2.6%,18.6%,-7.1%,-6.3%,-29.8%
NC(=O)c1ccsc1NC(=O)c1ccco1,48.1,1.8%,8.6%,-18.8%,-12.6%,53.8%[activator],-7.6%
COc1ccc(C2=NCC(=S)Nc3ccc(Cl)cc32)cc1OC,115.8,·,-5.6%,·,·,66.2%[activator],-5.3%
O=C(/C=C/c1ccc(Cl)cc1)NCCSc1ccccc1,-13.3,-1.8%,-1.3%,-21.7%,-3.5%,6.8%,21.2%
Cn1nnc2c(NCc3c(F)cccc3F)ncnc21,-15.1,·,0.0%,·,-0.9%,·,·
COc1ccc(CNC(=O)Cn2c(=O)nc(-c3ccccc3F)c3cc(Cl)ccc32)cc1OC,1.0,·,4.7%,·,4.4%,·,·
Cc1c(Cl)c([N+](=O)[O-])nn1CCCC(=O)O,-24.0,-6.9%,6.8%,-20.9%,4.9%,8.2%,29.4%
C/C(=N\Nc1ccc(C(=O)O)cc1)c1ccc(Br)cc1,31.1,3.8%,1.6%,-30.4%,-1.8%,-8.9%,1.7%
c1ccc(Nc2ccc(Nc3ccccc3)cc2)cc1,-34.2,·,1.5%,-19.9%,-0.4%,15.8µM*,?

From PubChem
